Compound activity deposited in PubChem BioAssay by The Scripps Research Institute Molecular Screening Center.
MITF inh: human MITF inhibition, primary screen; AlphaScreen MITF homodimerization, bead proximity signal; AID 1259374; inhibition, % at 2.6 µM; actives 0.91% (n = 650,000); in the data active means inhibition above about 50%;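 further: 0% = vehicle wells with protein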
TEAD-YAP inh: TEAD-YAP interaction inhibition; HEK-TIYL cells, TEAD-Gal4/YAP UAS-luciferase luminescence; inhibition, % at 9.12 µM; actives 1.4% (n = 640,000); in the data active means inhibition above about 32%;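 further: 0% = median of test compound wells and 100% = reference inhibitor wells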
FBW7 activator: activators of human E3 ligase FBW7; actives 0.13% (n = 650,000); AID 1259310; normalized activity (activation), % at 26.1 µM; AlphaScreen FBW7–phospho-cyclin E peptide binding, activator screen; in the data active means normalized activity above about 1.9%;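 further: purified mutant Fbw7 with reduced substrate affinity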
Target sequence (Q969H0 whole entry, looked up): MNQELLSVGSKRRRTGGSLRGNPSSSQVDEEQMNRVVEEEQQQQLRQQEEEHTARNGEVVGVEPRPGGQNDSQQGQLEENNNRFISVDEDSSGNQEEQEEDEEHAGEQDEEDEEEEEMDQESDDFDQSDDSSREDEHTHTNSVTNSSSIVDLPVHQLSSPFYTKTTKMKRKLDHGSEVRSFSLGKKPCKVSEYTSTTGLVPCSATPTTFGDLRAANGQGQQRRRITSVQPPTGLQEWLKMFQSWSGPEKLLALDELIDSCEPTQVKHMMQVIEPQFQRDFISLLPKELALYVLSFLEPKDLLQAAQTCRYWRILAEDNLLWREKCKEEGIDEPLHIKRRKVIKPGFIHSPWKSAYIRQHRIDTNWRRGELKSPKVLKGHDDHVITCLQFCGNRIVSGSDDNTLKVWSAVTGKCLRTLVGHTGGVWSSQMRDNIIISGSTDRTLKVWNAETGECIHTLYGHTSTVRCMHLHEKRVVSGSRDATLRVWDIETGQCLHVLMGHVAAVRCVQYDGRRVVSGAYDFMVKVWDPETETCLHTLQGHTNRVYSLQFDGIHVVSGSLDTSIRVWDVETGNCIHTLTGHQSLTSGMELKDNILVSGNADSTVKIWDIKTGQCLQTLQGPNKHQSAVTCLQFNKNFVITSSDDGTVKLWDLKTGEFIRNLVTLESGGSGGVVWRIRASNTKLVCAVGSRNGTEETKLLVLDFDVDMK
GPR151 activ: activators of human GPR151 | Q8TDV0 | PathHunter beta-arrestin GPR151 cells, luminescence | activation, % at 11.2 µM | actives 1% (n = 650,000); in the data active means activation above about 4.9%;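 further: 0% = median of compound wells and 100% = cells with positive control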
* marks the source's active call; other numbers are inactive results.

SMILES	MITF inh	TEAD-YAP inh	FBW7 activator	GPR151 activ
CCOC(=O)C1=C(C)NC2=C(C(=O)CC(c3ccc(Cl)cc3)C2)C1c1ccc(N(CC)CC)cc1 (centres undefined)	1	7	-0.1	-0.3
COCc1nnc(NC(=O)CCCCCN2C(=O)c3ccccc3C2=O)s1	3	-1	0.3	0.2
Cc1ccccc1C1(CC(=O)N2CCCCC2C)CC(=O)N(Cc2cccnc2)C1=O (centres undefined)	8	8	0.2	1.9
COc1ccc2[nH]cc(C(=O)c3ccc(F)cc3)c(=O)c2c1	1	4	-0.1	0.2
CC1CC(C)CN(C(=O)COC(=O)c2ccc(Br)o2)C1 (centres undefined)	18	4	0.3	-1.2
CC(C)CNc1ncnc2c1cnn2C	-6	-1	0.0	-0.4
CC(NC(=O)c1ccccc1)C(=O)N/N=C/c1ccc(Br)cc1 (centres undefined)	-5	-20	-0.1	-0.5
CC(C)(C)C1CCc2c(sc3nc(SCc4ccc(Br)cc4)n(Cc4ccccc4)c(=O)c23)C1 (centres undefined)	0	1	-0.1	0.2
COc1ccc2oc(=O)c(-c3csc(Nc4ccccc4)n3)cc2c1	-9	-27	0.2	0.4
OC1C(c2ccccc2)=NNC1c1ccccc1 (centres undefined)	7	-46	-0.2	-1.6
COc1ccc(C(=O)NC(=S)Nc2cc(C(=O)O)ccc2Cl)cc1[N+](=O)[O-]	-15	6	0.4	1.5
C=CCN1CCN(C(c2ccc(C)cc2)c2nnnn2CCC(C)C)CC1 (centres undefined)	1	3	0.1	2.6
COc1cc2c(cc1C1C(C#N)=C(N)Oc3n[nH]c(C)c31)OCO2 (centres undefined)	-3	-6	-0.2	-0.8
O=C(O)C1C2CCC(O2)C1C(=O)Nc1cccc(F)c1 (centres undefined)	20	-15	0.8	-0.1
Fc1ccc(C2CC(c3cccs3)=Nc3ccccc3S2)cc1 (centres undefined)	5	12	-0.4	0.3
CCN(CC)c1ccc(/C=N/Nc2nc3ccccc3[nH]2)cc1	37	-16	-0.2	0.5
COc1cc(Cl)cc(C#N)c1OCC(=O)O	9	6	0.8	0.1
CCOc1ccc(S(=O)(=O)N2CCSC2c2ccc(OC)c([N+](=O)[O-])c2)cc1 (centres undefined)	10	12	0.1	-1.7
CCOC(=O)Cc1csc(NC(=O)c2ccc(Br)s2)n1	1	12	-0.2	1.6
CCN1CCN(C(c2ccccc2F)c2nnnn2Cc2ccc(OC)cc2)CC1 (centres undefined)	-12	-10	0.0	0.1
COc1ccc(C(=S)N2CCOCC2)cc1OC(=O)c1ccc(C)cc1	10	-2	0.1	0.2
COc1ccccc1CN1C(=O)c2ccccc2C1=O	11	15	0.2	2.7
COc1ccc(F)cc1S(=O)(=O)Nc1ccc2c(c1)N(S(=O)(=O)c1ccc(F)cc1)CCC2	-4	5	-0.3	-0.7
COc1ccc(C2C(C(N)=O)=C(C)Nc3nc(-c4ccccc4Cl)nn32)cc1 (centres undefined)	1	6	-0.1	-1.0
CN(C(=O)c1cc2nc(-c3ccc([N+](=O)[O-])cc3)cc(C(F)(F)F)n2n1)C1CCCCC1	-13	-5	0.1	-1.0
O=[N+]([O-])c1ccc(C(F)(F)F)cc1S(=O)(=O)c1ccc(Cl)cc1	17	-10	0.2	4.3
Clc1ccccc1/C=C(/c1ccccc1)c1nc2ccccc2[nH]1	17	4	0.1	-1.0
CC(=O)c1oc2ccccc2c1NC(=O)Cc1ccccc1	-1	-5	-0.1	1.3
CCOc1ccc(Nc2nc3ccc(C)cc3n3cnnc23)cc1	3	-6	0.0	0.7
O=C(C1CCN(Cc2ccc(OCc3ccccc3)cc2)CC1)N1CCOCC1	39	-18	-0.2	-1.2
C[C@H](O)[C@H]1NC(=O)[C@H]2CN(Cc3ccc(Cl)s3)CCN2C1=O	5	-6	-0.2	0.5
O=C(NC1CC1)c1cc(-c2ccc(Cl)c(Cl)c2)nc2ccccc12	10	6	0.6	-1.5
O=C1CSC(c2ccc(Cl)cc2)N1c1ccccc1F (centres undefined)	5	8	-0.1	1.3
COc1ccc2ccccc2c1-c1cc(C(=O)NN)[nH]n1	-3	30	-0.1	0.5
Nc1ccc(Sc2nnnn2-c2ccccc2)c(Cl)c1	-21	1	0.0	2.3
COc1ccc(-c2nc3ccccc3c(=O)n2OC(=O)c2ccc(C(C)(C)C)cc2)cc1OC	-3	-14	0.1	-1.8
CCSCCOC(=O)C1=C(C)NC2=C(C(=O)C(C(=O)OC)C(C)C2)C1c1coc2ccccc2c1=O (centres undefined)	2	12	0.7	0.7
COc1cccc(CCC(=O)Nc2ccc(-c3cn[nH]c3)cc2)c1	5	1	-0.3	1.1
COCC1=C(C(=O)OC)C(c2ccccc2F)C(C#N)=C(N)O1 (centres undefined)	-2	-3	-0.1	3.0
COc1ccccc1Cc1noc(/C=C/c2ccccc2Cl)n1	5	-57	0.3	0.5
O=C1N[C@H](Cc2ccccc2)C(=O)N2CCN(C(=O)c3ccc(Cl)cc3)C[C@H]12	20	3	0.9	-1.0
O=C(CCCn1c(=S)[nH]c2ccc(Br)cc2c1=O)NCc1ccco1	1	2	0.0	-1.4
CCCS(=O)(=O)N1CCC(C(=O)NCCN2CCCCC2C)CC1 (centres undefined)	1	10	0.1	0.6
CCC(=O)N1CCN(c2ccc(Cl)cc2NC(=O)c2ccc(Br)o2)CC1	8	-7	0.0	-0.9
COc1cc(S(=O)(=O)NC2CCCC2)c(OC)cc1Cl	7	1	-0.1	2.9
C/C(=N\NC(=O)/C(=C\c1ccc(N(C)C)cc1)NC(=O)c1ccccc1)c1ccc(F)cc1	2	-5	-0.3	-0.2
CCOC(=O)c1sc(NC(=O)C(C)SC2=NN3CCCC(=O)N=C3S2)c(C(=O)OCC)c1C (centres undefined)	7	-1	-0.1	1.6
O=[N+]([O-])c1cc(F)c(N2CCCC2)cc1N1CCCCC1	18	11	0.4	-1.1
CC1(C)CC(=O)C2=C(C1)OC1=C(C(=O)CC(C)(C)C1)C2c1cccc(Br)c1	19	-9	0.2	-1.4
COc1ccc(CNC(=O)C(c2cccs2)N(C(=O)c2csnn2)C2CC2)cc1 (centres undefined)	2	-1	0.0	-0.2
NC(=O)c1ccccc1NC(=S)NC(=O)/C=C/c1ccc(Cl)c([N+](=O)[O-])c1	-2	7	0.1	0.6
Cc1ccc(CN(Cc2ccc(C)o2)C(=S)NCC(=O)O)cc1	16	15	0.2	-0.9
Cc1cc(=O)[nH]c(SCCOc2ccc(C(C)(C)C)cc2)n1	2	31	-0.1	0.6
CCN1C(=O)C(CC(=O)Nc2ccc(C)cc2C)N(NC(=O)c2cccc(F)c2)C1=S (centres undefined)	-14	1	-0.1	0.5
O=C(CSc1nccn1Cc1ccccc1Cl)Nc1ccc2c(c1)OCO2	18	-12	0.4	-1.1
Cc1ccc(-c2[nH]ncc2CN(C)Cc2cnccn2)cc1C	14	1	0.0	-1.4
Cc1cccc(NC2=NC(=S)N(c3ccccc3Cl)C23CCCCC3)c1	-11	14	-0.3	0.1
COc1cc(OC)cc(C(=O)Nc2ccc(NC(=O)c3cccs3)c(OC)c2)c1	14	4	-0.1	-0.3
CC(=O)N1CCN(CC(=O)Nc2ccc(C)c(F)c2)CC1	53*	1	-0.5	-1.1
Cc1ccc(-c2csc(C(C#N)=C3CCC(c4ccccc4)CC3)n2)cc1 (centres undefined)	-13	-2	0.0	-1.0

Reformatted as a markdown table: 14 of the compounds above.
| structure | MITF inh | TEAD-YAP inh | FBW7 activator | GPR151 activ |
| --- | --- | --- | --- | --- |
| CC(=O)c1oc2ccccc2c1NC(=O)Cc1ccccc1 | -1 | -5 | -0.1 | 1.3 |
| CCOc1ccc(Nc2nc3ccc(C)cc3n3cnnc23)cc1 | 3 | -6 | 0.0 | 0.7 |
| O=C(C1CCN(Cc2ccc(OCc3ccccc3)cc2)CC1)N1CCOCC1 | 39 | -18 | -0.2 | -1.2 |
| C[C@H](O)[C@H]1NC(=O)[C@H]2CN(Cc3ccc(Cl)s3)CCN2C1=O | 5 | -6 | -0.2 | 0.5 |
| O=C(NC1CC1)c1cc(-c2ccc(Cl)c(Cl)c2)nc2ccccc12 | 10 | 6 | 0.6 | -1.5 |
| O=C1CSC(c2ccc(Cl)cc2)N1c1ccccc1F (centres undefined) | 5 | 8 | -0.1 | 1.3 |
| COc1ccc2ccccc2c1-c1cc(C(=O)NN)[nH]n1 | -3 | 30 | -0.1 | 0.5 |
| Nc1ccc(Sc2nnnn2-c2ccccc2)c(Cl)c1 | -21 | 1 | 0.0 | 2.3 |
| COc1ccc(-c2nc3ccccc3c(=O)n2OC(=O)c2ccc(C(C)(C)C)cc2)cc1OC | -3 | -14 | 0.1 | -1.8 |
| CCSCCOC(=O)C1=C(C)NC2=C(C(=O)C(C(=O)OC)C(C)C2)C1c1coc2ccccc2c1=O (centres undefined) | 2 | 12 | 0.7 | 0.7 |
| COc1cccc(CCC(=O)Nc2ccc(-c3cn[nH]c3)cc2)c1 | 5 | 1 | -0.3 | 1.1 |
| COCC1=C(C(=O)OC)C(c2ccccc2F)C(C#N)=C(N)O1 (centres undefined) | -2 | -3 | -0.1 | 3.0 |
| COc1ccccc1Cc1noc(/C=C/c2ccccc2Cl)n1 | 5 | -57 | 0.3 | 0.5 |
| O=C1N[C@H](Cc2ccccc2)C(=O)N2CCN(C(=O)c3ccc(Cl)cc3)C[C@H]12 | 20 | 3 | 0.9 | -1.0 |

(more compounds)
SMILES	MITF inh	TEAD-YAP inh	FBW7 activator	GPR151 activ
CCNc1nc(Nc2cc(OC)c(OC)c(OC)c2)c2ncn(Cc3ccc(C(F)(F)F)cc3)c2n1	5	52*	-0.1	1.4
O=C(C1CCC1)N(c1nccs1)C1CCCCC1	3	-6	0.1	0.7
CC12CC(NC(=O)N1c1ccc(C(=O)NCCc3ccccc3)cc1)c1ccccc1O2 (centres undefined)	-3	3	-0.2	0.7
Cc1nn(-c2nnc3c(n2)[nH]c2ccc(Br)cc23)c(C)c1Cc1ccccc1	6	-1	-0.1	0.4
C/C=C\c1nc(C(N)=O)c2[nH]c(=O)n(-c3ccc(C)cc3)c2n1	2	-2	-0.1	0.5
CCOC(=O)CN(Cc1ccccc1Cl)S(=O)(=O)c1ccc(Cl)cc1	7	-3	0.2	-0.5
Cc1cc(C)nc(/N=C(\N)Nc2cccc(C)c2Cl)n1	14	4	0.1	-1.3
COC(=O)c1ccccc1NC(=O)c1ccc(N2CC3CC(C2)c2cccc(=O)n2C3)c(NC(=O)c2ccc(F)cc2)c1 (centres undefined)	4	3	0.4	1.6
CC(C)N(C(=O)COC(=O)c1ccc(Cl)cc1N)C(C)C	-5	-3	0.0	-0.4
Cc1nc(C)c(CCNS(=O)(=O)c2ccc(Cl)cc2)s1	17	15	0.2	-0.8
CCOC(=O)C1=C(C)N=c2s/c(=C\c3ccc(-c4ccc(C(=O)O)cc4)o3)c(=O)n2C1c1ccc(SC)cc1 (centres undefined)	-7	-4	-0.1	0.4
Oc1cccc(-c2cnc3ccc(NCc4cccs4)nn23)c1	5	-16	0.1	-0.2
O=C(Nc1ccccc1I)c1cc(-n2cnnc2)ccc1Cl	-2	-9	-0.1	-1.9
O=C(CC1Nc2ccccc2NC1=O)Nc1ccc(Cl)cc1 (centres undefined)	15	-2	0.8	-0.7
COc1ccc(OC)c2c1sc(=NC(=O)c1cc3ccccc3oc1=O)n2C	-9	1	-0.3	0.5
Cc1ccc(CCN2C(=O)C3C(C(=O)Nc4ccc(C)c(Cl)c4)C4C=CC3(O4)C2C(=O)NC2CCCC(C)C2C)cc1 (centres undefined)	-12	5	0.0	0.1
CCc1ccc(C2C(C#N)=C(N)N(c3ccc([N+](=O)[O-])cc3Cl)C3=C2C(=O)CCC3)s1 (centres undefined)	-6	3	-0.2	-0.3
Cc1nn(-c2ccc(F)cc2)c(Cl)c1/C=N/NC(=S)NCCN1CCOCC1	3	-11	-0.1	-0.8
Cc1ccc(N2CCN(C(=O)Cn3cnc4c([nH]c5ccccc54)c3=O)CC2)c(C)c1	22	-1	1.1	-0.2
O=C(CN1CCC(O)(c2ccccn2)CC1)N1c2ccccc2Sc2ccccc21	8	4	1.1	-1.4
Cc1cc(C)n(-c2cc(N3CCN(S(=O)(=O)c4ccc5ccccc5c4)CC3)ccc2[N+](=O)[O-])n1	21	9	0.1	0.9
COc1cc(OC)cc(C(=O)NC(C(=O)N2CCCC2)C23CC4CC(CC(C4)C2)C3)c1 (centres undefined)	-10	-6	0.0	1.0
O=C(N1CCCC1)N1c2ccccc2Sc2ccccc21	12	29	0.9	-0.7
COc1ccc(C(=O)NCCn2c(C)cc3ccccc32)c(OC)c1	-7	-4	-0.5	-0.1
CC(C)N(CCNc1cc(NCc2ccc3c(c2)OCO3)nc(N)n1)C(C)C	-33	0	0.0	-3.2
CCOc1ccc(NS(=O)(=O)c2cc(S(=O)(=O)Nc3ccc(OCC)cc3)c3cccc4c3c2NC4=O)cc1	-2	-1	-0.1	0.4
COc1ccc(-c2cccc(NS(=O)(=O)c3ccc(-c4ccccc4)cc3)c2)nn1	6	2	-0.1	0.7
CCc1ccc(OCCOCC(O)CN2CCOCC2)cc1 (centres undefined)	16	5	0.1	0.7
CCCN1C(=O)c2ccc(C(=O)Nc3cc(C)ccc3O)cc2C1=O	9	18	0.7	-3.1
COc1ccc(/C=N/Nc2ncnc3c2cnn3-c2ccccc2)cc1	11	-4	0.2	-0.1
Cc1ccc(/C=N/NC(=O)CNc2ccc3ccccc3c2)c(O)c1	1	2	-0.1	3.4
